Screening data (PubChem)
GLP-1R agonist = activates the human GLP-1 receptor. P43220. HEK293 GLP-1R CRE-luciferase, luminescence, 4-6 h; cells express a hypersensitive GLP-1R form. Potency, µM (titrated, usually from 45.6 µM), for the others: top-dose activation, usual class: activators. 0.007% of 380,000 active; further: potency means the concentration at half of the fitted maximal effect; % of control where 0% means no effect
Target sequence (P43220 whole entry, looked up): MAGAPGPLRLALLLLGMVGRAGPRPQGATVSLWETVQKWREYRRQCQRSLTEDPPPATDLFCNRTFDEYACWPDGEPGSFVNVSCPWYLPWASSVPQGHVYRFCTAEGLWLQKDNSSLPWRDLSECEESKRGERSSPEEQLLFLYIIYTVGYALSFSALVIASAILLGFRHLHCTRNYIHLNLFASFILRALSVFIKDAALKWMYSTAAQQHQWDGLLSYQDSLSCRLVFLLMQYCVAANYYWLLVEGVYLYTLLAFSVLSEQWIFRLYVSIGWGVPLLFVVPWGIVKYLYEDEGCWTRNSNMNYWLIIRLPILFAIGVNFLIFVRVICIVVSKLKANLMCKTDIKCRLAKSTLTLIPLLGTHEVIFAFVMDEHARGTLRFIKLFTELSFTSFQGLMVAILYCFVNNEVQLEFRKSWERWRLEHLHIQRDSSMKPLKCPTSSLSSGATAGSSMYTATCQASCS
D3 ag = agonists of human D3 dopamine receptor; 0.58% of 410,000 active; max activation, %; P35462; D3R DiscoveRx beta-arrestin cells, luminescence, 90 min; in the data active means max activation above about 30%; further: 0% is about no effect; mostly tested at two doses, the higher about 12 µM
Target sequence (P35462 whole entry, looked up): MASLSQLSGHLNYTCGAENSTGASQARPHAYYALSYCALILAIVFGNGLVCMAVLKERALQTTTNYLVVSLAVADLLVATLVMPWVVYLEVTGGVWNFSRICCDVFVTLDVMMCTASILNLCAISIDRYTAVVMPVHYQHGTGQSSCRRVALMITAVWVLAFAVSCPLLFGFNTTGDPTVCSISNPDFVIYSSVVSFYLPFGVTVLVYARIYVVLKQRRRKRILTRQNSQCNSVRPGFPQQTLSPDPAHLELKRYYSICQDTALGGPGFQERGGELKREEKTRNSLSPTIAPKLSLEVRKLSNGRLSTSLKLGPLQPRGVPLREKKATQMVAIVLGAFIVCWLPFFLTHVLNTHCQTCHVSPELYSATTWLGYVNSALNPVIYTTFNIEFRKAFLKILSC
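Agonist mode: compounds and dopamine controls were applied to plated cells for 90 min at 37 degrees C after an overnight attachment at 1500 cells/well. Luminescent read-out followed 30 - 60 minutes at room temperature with DiscoveRx detection reagent.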
DRD3 antagonist = D3 dopamine receptor (human) antagonism; D3R cells, DiscoveRx beta-arrestin luminescence, antagonist mode; active compounds read low; max response, negative = inhibition, %; 2.5% of 360,000 active; AID 652054; in the data active means max response below about -50%; inconclusive means no clear call, values can overlap the other calls; further: on the % scale 0 is the no-effect control and ±100 the full control effect; mostly tested at two doses, the higher about 12 µM
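Cells expressing the human receptor were seeded at 1500 cells/well, incubated overnight at 37 degrees C in 5% CO2, then exposed to library compounds with dopamine controls for 90 minutes at 37 degrees C before luminescent detection.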
TDP43 rescue = TDP-43 toxicity inhibition in yeast. TDP-43 expressing yeast growth rescue, BacTiter-Glo, 24 h. Potency, µM (doses to about 46.1 µM), inactives show at the top dose growth rescue (activation), most hits filed as activators. 1.8% of 410,000 active. AID 652104; further: potency means the concentration at half of the fitted maximal effect; % of control where 0% means no effect; nearly all actives have a fitted effect of over 50% in size
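Yeast cells expressing TDP-43 under galactose induction are exposed to compounds for 24 hr at 30 deg C. BacTiter-Glo luminescence measures growth, so protective compounds score as activators.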
PTHR1 ag = PTHR1 (human) receptor agonism | Q03431 | HEK293 GP2 PTHR1 cells, GloSensor cAMP luminescence, 1 h | Potency, µM (series often up to 115 µM), for inactives: at the top dose activation, hits mostly activators | 0.075% of 410,000 active; further: potency means the concentration at half of the fitted maximal effect; nearly all actives have a fitted effect of over 55% in size; some results filed as inactive show a strong effect at the top dose; inactives centre near -15; many of its hits are not listed in these tables
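HEK-293-derived GP2 cells expressing PTHR1 and a GloSensor cAMP reporter, 3,000/well, plated overnight, given luciferin plus IBMX (each 0.5 mM as added) for 1 h at 37 °C, then compound for 1 h at 37 °C. Luminescence was read after 15 min at room temperature.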
HEK293 tox = cytotoxic in the GLP-1 receptor inverse agonist counter-screen; HEK293 cAMP-luciferase reporter cells, luminescence, 24 h; Potency, µM (titrated, usually from 38.3 µM), without a hit: at the top dose activity change, negative = inhibition, actives largely listed as inhibitors; 0.13% of 410,000 active; AID 624418;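 further: loss of luciferase light is scored as toxicity; potency means the concentration at half of the fitted maximal effect; on the % scale 0 is the no-effect control and ±100 the full control effect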
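To flag toxic compounds, the library was rerun on cells for 24 hr at 37 deg C and 5% CO2. Viability-linked luminescence was captured 12 min after adding luciferase detection reagent.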
KB-V1 MDR tox = KB-V1 MDR subline cytotoxicity; Potency, µM (top dose mostly 46.1 µM), inactives show top-dose activity change, negative = cytotoxicity, actives largely listed as cytotoxic; KB-V1 MDR cells viability, CellTiter-Glo, 72 h; 3.4% of 400,000 active; further: potency means the concentration at half of the fitted maximal effect; on the % scale 0 is the no-effect control and ±100 the full control effect; nearly all actives have a fitted effect of over 60% in size
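Cells of the MDR subline KB-V1 are plated, dosed with compound at multiple concentrations, and incubated 72 h at 37 degrees C; CellTiter-Glo is then added and luminescence read after 10 min.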
aSyn rescue = rescues yeast growth from alpha-synuclein toxicity; Potency, µM (series often up to 46.1 µM), without a hit: at the highest dose growth rescue (activation), actives largely listed as activators; Yeast expressing alpha-synuclein, growth rescue, BacTiter-Glo, 24 h; 0.14% of 370,000 active; further: potency means the concentration at half of the fitted maximal effect; % of control where 0% means no effect; nearly all actives have a fitted effect of over 65% in size
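Rescue of yeast growth: cells expressing toxic alpha-synuclein, induced in galactose at OD600 0.02, incubated with compound 24 h at 30 C. ATP luminescence quantified growth; inhibitors of toxicity appear as activators.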
GLP1R inv ag = inverse agonists of human GLP-1 receptor; Potency, µM (series often up to 38.3 µM), for inactives: at the highest dose activity change, negative = inhibition, actives largely listed as inhibitors; AID 624417; HEK293 GLP-1R CRE-luciferase, luminescence, 24 h; GLP-1R form is constitutively active; 1.6% of 410,000 active; P43220; further: potency means the concentration at half of the fitted maximal effect; on the % scale 0 is the no-effect control and ±100 the full control effect; nearly all actives have a fitted effect of over 55% in size
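HEK293 cells stably co-expressing constitutively active GLP-1R and a cAMP-responsive luciferase reporter were seeded in DMEM with 10% Nu serum, given compounds after 12 h, and incubated 24 h at 37 deg C. Luminescence was then read.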
Starred values were filed as active, the others as inactive; i = inactive; ? = inconclusive; · = no result given; [ ] = dose if it differs, or a comment. Unless noted, the call rests on the fitted dose curve; in most records, active means well fitted curve in the direction sought with a large enough effect; inconclusive means small, poorly fitted or top-dose-only effect, or another doubt; inactive means no such curve, though single readings can be large; an effect the other way counts as inactive or inconclusive. The list is partial; count on the stated rates, not on these rows.

Start of the data: the first twelve compounds, ahead of the listing:
cpd	Compound	GLP-1R agonist	D3 ag	DRD3 antagonist	TDP43 rescue	PTHR1 ag
1	COc1ccc(NC(=O)c2nnn(Cc3ccc(Br)cc3F)c2N)c(OC)c1	1.1%	-21.6	·	-11.7%	-42.1%[inhibitor]
2	CC(C)(C)C1=CC(=O)C(=O)C(C(C)(C)C)=C1	16.0%	-6.5	?	?	-40.5%[inhibitor]
3	Cc1cc(S(=O)(=O)N2CCN(CC(=O)NCCc3cccs3)CC2)ccc1Br	-1.3%	-3.9	-15.2	4.6%	-31.8%[inhibitor]
4	O=C(OCC(=O)N1CCCc2ccccc21)c1cc(Br)ccc1O	-7.2%	-8.9	9.4	10.8%	-5.6%
5	O=c1cnnc(SCCc2ccccc2)[nH]1	-12.2%	-2.3	-14.4	-8.3%	i
6	Cc1cc2ccccc2n1-c1ccc(C(=O)N2CCC(C(=O)NCc3ccc(F)cc3)CC2)s1	·	-2.9	·	29.7%	-80.2%[inhibitor]
7	Clc1ccc2c(c1)NC(c1ccncc1)=NC(c1cccs1)=N2	·	0.8	·	?	i
8	CC(=O)N1CCc2c(sc(NC(=O)c3ccc([N+](=O)[O-])o3)c2C(N)=O)C1	-5.9%	-8.5	-91.1*	-0.2%	-29.5%
9	CCC(CC)C(=O)NCCN1CCN(C(=O)C(CC)CC)CC1	4.1%	0.3	31.9	-10.1%	i
10	CC(=O)OCC1OC(n2ccc(=O)[nH]c2=O)C(O)C1O (stereo not drawn)	-9.8%	0.1	14.2	18.9%	i

cpd	HEK293 tox	KB-V1 MDR tox	aSyn rescue	GLP1R inv ag
1	3.5%	-4.1%	·	-6.7%
2	?	13µM*	-26.5%	?
3	-2.0%	-6.7%	18.7%	?
4	1.8%	-3.4%	-0.2%	-8.2%
5	-17.4%	28.6%	8.7%	-9.0%
6	-19.9%	-17.3%	·	?
7	12.5%	-20.2%	·	14.3%
8	?	-65.0%	-8.7%	7.6%
9	56.1%[activator]	-1.1%	-0.5%	1.8%
10	-8.6%	10.5%	1.5%	-18.8%

cpd	Compound	GLP-1R agonist	D3 ag	DRD3 antagonist	TDP43 rescue	PTHR1 ag
11	Cc1[nH]n(-c2cccc(Cl)c2)c(=O)c1-c1ccccc1	-5.7%	-1.6	-51.9*	29.0%	-30.0%
12	COc1cc(C2Nc3ccc4ncccc4c3C3=C2C(=O)CCC3)cc(OC)c1OC (stereo not drawn)	-0.6%	1.3	12.1	-1.6%	i

cpd	HEK293 tox	KB-V1 MDR tox	aSyn rescue	GLP1R inv ag
11	-14.8%	4.1%	-6.4%	-27.7%
12	-6.5%	-1.4%	-9.0%	26.2%

The whole of this part, from the start:
cpd	Compound	GLP-1R agonist	D3 ag	DRD3 antagonist	TDP43 rescue	PTHR1 ag
1	COc1ccc(NC(=O)c2nnn(Cc3ccc(Br)cc3F)c2N)c(OC)c1	1.1%	-21.6	·	-11.7%	-42.1%[inhibitor]
2	CC(C)(C)C1=CC(=O)C(=O)C(C(C)(C)C)=C1	16.0%	-6.5	?	?	-40.5%[inhibitor]
3	Cc1cc(S(=O)(=O)N2CCN(CC(=O)NCCc3cccs3)CC2)ccc1Br	-1.3%	-3.9	-15.2	4.6%	-31.8%[inhibitor]
4	O=C(OCC(=O)N1CCCc2ccccc21)c1cc(Br)ccc1O	-7.2%	-8.9	9.4	10.8%	-5.6%
5	O=c1cnnc(SCCc2ccccc2)[nH]1	-12.2%	-2.3	-14.4	-8.3%	i
6	Cc1cc2ccccc2n1-c1ccc(C(=O)N2CCC(C(=O)NCc3ccc(F)cc3)CC2)s1	·	-2.9	·	29.7%	-80.2%[inhibitor]
7	Clc1ccc2c(c1)NC(c1ccncc1)=NC(c1cccs1)=N2	·	0.8	·	?	i
8	CC(=O)N1CCc2c(sc(NC(=O)c3ccc([N+](=O)[O-])o3)c2C(N)=O)C1	-5.9%	-8.5	-91.1*	-0.2%	-29.5%

cpd	HEK293 tox	KB-V1 MDR tox	aSyn rescue	GLP1R inv ag
1	3.5%	-4.1%	·	-6.7%
2	?	13µM*	-26.5%	?
3	-2.0%	-6.7%	18.7%	?
4	1.8%	-3.4%	-0.2%	-8.2%
5	-17.4%	28.6%	8.7%	-9.0%
6	-19.9%	-17.3%	·	?
7	12.5%	-20.2%	·	14.3%
8	?	-65.0%	-8.7%	7.6%

Going on with the list:
cpd	Compound	GLP-1R agonist	D3 ag	DRD3 antagonist	TDP43 rescue	PTHR1 ag
9	CCC(CC)C(=O)NCCN1CCN(C(=O)C(CC)CC)CC1	4.1%	0.3	31.9	-10.1%	i
10	CC(=O)OCC1OC(n2ccc(=O)[nH]c2=O)C(O)C1O (stereo not drawn)	-9.8%	0.1	14.2	18.9%	i
11	Cc1[nH]n(-c2cccc(Cl)c2)c(=O)c1-c1ccccc1	-5.7%	-1.6	-51.9*	29.0%	-30.0%
12	COc1cc(C2Nc3ccc4ncccc4c3C3=C2C(=O)CCC3)cc(OC)c1OC (stereo not drawn)	-0.6%	1.3	12.1	-1.6%	i
13	Cc1ccc(C(=O)C(C)OC(=O)Cn2[nH]c(=O)c3ccccc3c2=O)cc1 (stereo not drawn)	3.6%	-2.8	-5.3	9.9%	-5.2%
14	COC(=O)c1cc2c(cc1[N+](=O)[O-])OCO2	8.5%	-5.0	2.4	2.5%	13.8%
15	CC(C)CN1CCN(Cc2cccc3nccnc23)CC1CCO (stereo not drawn)	1.6%	1.4	5.3	-22.7%	i
16	Cc1ccc(NC(=O)OCc2cc(-c3ccccc3)on2)cc1	15.3%	3.4	13.3	10.7%	-23.4%

cpd	HEK293 tox	KB-V1 MDR tox	aSyn rescue	GLP1R inv ag
9	56.1%[activator]	-1.1%	-0.5%	1.8%
10	-8.6%	10.5%	1.5%	-18.8%
11	-14.8%	4.1%	-6.4%	-27.7%
12	-6.5%	-1.4%	-9.0%	26.2%
13	0.6%	?	4.3%	?
14	-0.2%	6.1%	-4.3%	13.7%
15	-0.4%	-3.4%	-3.1%	-10.0%
16	12.9%	3.0%	5.0%	-0.3%

Later entries
cpd	Compound	GLP-1R agonist	D3 ag	DRD3 antagonist	TDP43 rescue	PTHR1 ag
17	CCN(CC)S(=O)(=O)c1ccc(N2CC(C(=O)NCc3ccco3)CC2=O)cc1 (stereo not drawn)	-1.3%	3.6	0.0	-8.0%	-11.1%
18	O=C(CSc1nc2ccccc2s1)NCc1cc([N+](=O)[O-])ccc1O	8.2%	-15.3	?	7.5%	-9.4%
19	O=C(Cn1c2[n+](c3ccc(C(F)(F)F)cc31)CCCCC2)Nc1ccc(Br)cc1	1.2%	-3.8	8.0	-17.1%	i
20	CC(C)(C)NC(=O)C1CN(S(=O)(=O)c2ccccc2)CCN1S(=O)(=O)c1ccccc1 (stereo not drawn)	-16.4%	2.7	-17.0	9.1%	i
21	CC(C)c1cccc(OCC(=O)Nc2ccc(S(=O)(=O)Nc3ccccn3)cc2)c1	9.2%	0.7	-21.7	-9.5%	-81.9%[inhibitor]

cpd	HEK293 tox	KB-V1 MDR tox	aSyn rescue	GLP1R inv ag
17	0.5%	-7.4%	-2.5%	11.5%
18	-22.0%	-16.2%	-11.8%	-24.4%
19	7.2%	2.6%	-9.1%	18.5%
20	-9.1%	7.5%	1.2%	?
21	-0.6%	2.0%	0.4%	?
